Screens as filed in PubChem BioAssay.
PPARg SRC2 recr = agonists of PPARg-SRC-2 recruitment, primary screen, biochemical, HTS; activation, % at 8 µM; Peroxisome proliferator-activated receptor gamma (Homo sapiens), P37231; hit rate 0.34% among 200,000; PPARgamma LBD-SRC-2 recruitment; AID 1032, 2008; in the data active means activation above about 22%;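 further: 0% = vehicle and 100% = reference agonist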
Target sequence (P37231 whole entry, looked up, the tested form may be a part): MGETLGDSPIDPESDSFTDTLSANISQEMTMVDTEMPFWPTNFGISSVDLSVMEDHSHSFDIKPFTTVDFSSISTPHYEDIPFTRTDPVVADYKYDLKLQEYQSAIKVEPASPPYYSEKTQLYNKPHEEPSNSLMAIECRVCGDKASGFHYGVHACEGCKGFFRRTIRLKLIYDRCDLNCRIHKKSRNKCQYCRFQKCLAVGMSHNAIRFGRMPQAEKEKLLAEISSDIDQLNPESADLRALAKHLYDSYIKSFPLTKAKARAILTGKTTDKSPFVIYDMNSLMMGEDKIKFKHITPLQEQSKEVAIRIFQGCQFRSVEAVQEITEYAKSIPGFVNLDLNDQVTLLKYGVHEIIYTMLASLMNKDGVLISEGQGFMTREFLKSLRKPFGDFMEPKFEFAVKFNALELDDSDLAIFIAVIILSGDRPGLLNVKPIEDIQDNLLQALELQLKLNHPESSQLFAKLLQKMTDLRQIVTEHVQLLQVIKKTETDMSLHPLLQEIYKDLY
PMI activator = activators of human PMI, primary screen, biochemical, fluorescence intensity, near-Km mannose 6-phosphate | Mannose-6-phosphate isomerase (Homo sapiens), P34949 | purified human PMI, coupled resazurin fluorescence, 20 min; stronger effect = higher value; 1 = vehicle control, 0 substrate-free wells | activation factor at 20 µM | hit rate 0.005% among 190,000;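 active means activation factor of 2 or more at 20 µM, relative to plate controls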
Target sequence (P34949 whole entry, looked up): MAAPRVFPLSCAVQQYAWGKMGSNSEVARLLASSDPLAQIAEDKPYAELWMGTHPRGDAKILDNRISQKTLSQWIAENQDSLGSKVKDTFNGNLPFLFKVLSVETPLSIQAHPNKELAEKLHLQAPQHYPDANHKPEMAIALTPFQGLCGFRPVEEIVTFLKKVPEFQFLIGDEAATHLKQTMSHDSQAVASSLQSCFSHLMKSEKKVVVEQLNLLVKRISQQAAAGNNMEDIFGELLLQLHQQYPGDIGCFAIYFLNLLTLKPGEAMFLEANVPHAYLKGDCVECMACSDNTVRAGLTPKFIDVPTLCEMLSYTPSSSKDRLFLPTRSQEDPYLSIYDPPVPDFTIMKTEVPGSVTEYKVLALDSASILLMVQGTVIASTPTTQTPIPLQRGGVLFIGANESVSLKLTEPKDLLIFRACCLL
SRC2 TRFRET art = TR-FRET signal artefacts, primary screen, artefact control for PPARgamma SRC-2 agonist project, biochemical; hit rate 0.4% among 200,000; AID 1049, 2008; TR-FRET artefact counter-screen; stronger effect = higher value; TR-FRET ratio at 8 µM; in the data active means TR-FRET ratio above about 2000; further: inactives centre near 1500
S1P3 antagonist = S1P3 receptor antagonists, primary screen, cell-based | CHO S1P3 NFAT-BLA reporter, FRET fluorescence, antagonist mode | inhibition, % at 4.98 µM | hit rate 0.27% among 170,000 | AID 485, 2006;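 active means inhibition above the plate cutoff, the mean inhibition of test wells on that plate plus 3 SD, cut at about 28% in these data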;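 further: cells challenged with S1P at its EC80 of 0.8 µM; blue over green emission ratio from cleaved BLA substrate after 4 h stimulation; 0% = S1P-stimulated wells and 100% = unstimulated DMSO-only wells; some compounds past the cut are filed as inactive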
Diaphorase inh = diaphorase inhibitors and chemical oxidizers, primary screen, counter-screen for diaphorase-coupled primary assays, biochemical, uHTS, resorufin fluorescence. diaphorase resazurin-to-resorufin fluorescence, NADH, 16 min; bacterial (C. kluyveri) enzyme, not human. inhibition, % at 20 µM. hit rate 0.69% among 190,000. AID 1217, 2008;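 active means primary screen inhibition at 20 µM above a set limit, cut at about 50% in these data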;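 further: plate controls were DMSO with full reaction for no effect and wells lacking NADH for full effect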
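Test system: diaphorase enzyme from Clostridium kluyveri; amount: diaphorase at 0.14 U/mL in enzyme working solution; detection: fluorescence of resorufin formed from resazurin, Ex 544/Em 590 nm; times: reaction incubation of 16 min at room temperature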
PPARg SRC3 recr = PPARgamma agonists recruiting SRC-3 coactivator, primary screen, biochemical | Peroxisome proliferator-activated receptor gamma (Homo sapiens), P37231 | biochemical PPARgamma/SRC-3 coactivator recruitment assay | activation, % at 8 µM | hit rate 0.26% among 200,000 | AID 731, 2007; in the data active means activation above about 23%;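 further: 0% = DMSO and 100% = reference agonist; some compounds past the cut are filed as inactive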
ROMK mod = ROMK potassium channel modulators, primary screen, cell-based, thallium flux, MLSMR library | Tet-inducible ROMK, thallium flux fluorescence; actives lie on both sides | ATP-sensitive inward rectifier potassium channel 1 (Homo sapiens), P48048 | B-score at 10 µM | hit rate 2% among 130,000;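 active means signal ratio slope over the read window, or its plate-corrected B-score, at least 3 SD from the plate mean, either direction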;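 further: B-score of the F/F0 ratio slope over 7 to 12 s after thallium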
G6PDH counter = L. mesenteroides G6PDH inhibitors, counter-screen for G6PDH-coupled screening assays, biochemical, Leuconostoc mesenteroides enzyme | glucose-6-phosphate dehydrogenase [Leuconostoc mesenteroides] | Purified L. mesenteroides G6PDH, diaphorase/resazurin coupled fluorescence, 45 min | inhibition, % at 5 µM | hit rate 0.12% among 200,000 | AID 1020, 2008; in the data active means inhibition above about 50%
PMI act hi M6P = human PMI activators, high substrate, primary screen, biochemical, fluorescence intensity, near-saturating mannose 6-phosphate | Mannose-6-phosphate isomerase (Homo sapiens), P34949 | coupled PMI enzyme assay, resazurin fluorescence, 20 min; stronger effect = higher value; 1 = untreated enzyme, 0 = substrate-free blank | activation factor at 20 µM | hit rate 0.34% among 190,000 | AID 1216, 2008;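 active means activation factor of 2 or more at 20 µM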
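Test system: human phosphomannose isomerase with PGI, G6PDH, diaphorase coupling enzymes; amount: 15 ng/mL PMI; incubation: enzyme reaction with compound 20 min at room temperature; technique: resorufin fluorescence (Ex 544/Em 590 nm) from resazurin via diaphorase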
Diaphorase act = compounds boosting diaphorase resazurin reduction – biochemical, uHTS, resorufin fluorescence, counter-screen for diaphorase-coupled primary assays, primary screen; hit rate 0.005% among 190,000; activation factor at 20 µM; Diaphorase/resazurin coupled assay, 16 min; stronger effect = higher value; 1 = vehicle wells, 0 = NADH-free wells;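 active means diaphorase activity raised at least twofold by the compound at 20 µM; inactive means activation factor below 2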
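Material: Clostridium kluyveri diaphorase, purified enzyme; Quantity: enzyme 0.07 U/mL final; Medium: HEPES pH 7.4 buffer with MgCl2 and Tween 20; Dosing: single compound dose of 20 µM, 1% DMSO final; Schedule: 16 min reaction at room temperature; Measured by: red resorufin fluorescence at 544/590 nm excitation/emission.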
PPARg SRC-1 ag = PPARgamma agonists recruiting SRC-1 coactivator, primary screen, biochemical; AID 631, 2007; hit rate 0.41% among 200,000; Peroxisome proliferator-activated receptor gamma (Homo sapiens), P37231; PPARgamma-SRC-1 coactivator recruitment biochemical assay; activation, % at 8 µM; in the data active means activation above about 19%;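 further: 0% = DMSO and 100% = reference agonist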
The depositor's hits bear a star; · = no result given. Not a hit list (roughly 3.3% active in at least one column).

SMILES	PPARg SRC2 recr	PMI activator	SRC2 TRFRET art	S1P3 antagonist	Diaphorase inh	PPARg SRC3 recr	ROMK mod	G6PDH counter	PMI act hi M6P	Diaphorase act	PPARg SRC-1 ag
O=C1CCCC(=O)C1=C1SCCS1	0.7	1	1549	9.8	14.1	1.2	·	0.3	1	0.9	1.0
COCCn1c(N)c(N(Cc2ccccc2)C(=O)c2ccc3ccccc3c2)c(=O)[nH]c1=O	-1.3	1.2	1511	1.2	3.1	-0.5	-0.184	6.8	1.1	1	3.8
COc1ccc(-c2cc(C(=O)N3CCN(c4ccccc4)CC3)no2)cc1OC	10.1	1	1418	·	8.2	-1.1	1.07	4.0	1	0.9	4.9
O=C(Cn1c2ccc(F)cc2c2nc3n(c(=O)c21)CCS3)Nc1ccc(Cl)cc1F	-8.7	1	1480	6.4	-7.9	3.9	0.237	1.5	1.1	1.1	0.6
CCN1C(=O)c2n[nH]c(C(=O)OC)c2C1=O	3.0	1	1683	-11.6	-3.9	0.2	·	1.7	1.1	1	9.5
Cc1cc(C)cc(N(C(=O)CCC(=O)Nc2cc(C)on2)C(C(=O)NC2CCCC2)c2ccco2)c1 (stereo not given)	-4.2	1	1355	-11.4	3.9	-4.0	-1.43	5.7	1	1	4.1
CSc1ccccc1NC(=O)Cn1nc([N+](=O)[O-])c(Cl)c1C	7.4	1.1	1543	-5.3	6.8	2.8	·	22.2	1	0.9	0.5
CCCn1c(N2CCN(C(=O)Nc3ccc(Cl)cc3)CC2)nc2ccccc21	-7.6	1	1455	-14.3	-6.6	4.2	-0.45	7.3	1	1.1	3.1
O=C1/C(=C/c2ccccc2)SC(=S)N1N1C(=O)C2CC2C1=O (stereo not given)	-4.2	0.9	1636	-7.1	12.0	1.2	-0.324	3.5	1	0.9	7.4
CCC(=O)NNC(=O)c1c(O)c2ccccc2[nH]c1=O	-4.5	1	1541	-11.6	3.8	1.5	-0.316	10.5	0.9	1	-9.7
CCN(CC)CCOCCOc1ccc(Cl)c2ccccc12	6.4	1	1618	10.5	19.6	2.0	-0.421	4.3	0.9	0.8	7.0
Cc1ccc(Sc2nc([N+](=O)[O-])nn2C)cc1	2.3	0.9	1526	-1.9	14.4	-5.1	·	-7.4	0.9	0.9	9.5
CCOc1cc(/C=C2\C(=O)N(CCC#N)N=C2C)ccc1OCC(N)=O	10.1	0.9	1572	-11.5	-0.8	7.3	0.131	3.9	0.8	1	2.4
Cc1c(/C=N\NC(=O)c2c[nH]c3ccccc23)cnn1C	2.7	1	1672	-5.3	17.6	3.6	0.0275	5.2	0.9	0.8	1.5
O=C(CCn1c(=O)sc2ccccc21)NCc1ccco1	-0.4	1	1635	·	5.3	-4.2	·	3.0	1.1	0.9	-3.6
O=[N+]([O-])c1ccccc1/C=N/n1c(COc2ccccc2)n[nH]c1=S	4.9	0.9	1619	·	31.5	6.5	·	-3.2	0.9	0.7	-4.1
CCOCC(=O)Nc1ccc(-c2cn3cccnc3n2)cc1	-2.2	1	1567	·	7.5	8.0	·	-0.7	1	0.9	4.1
COc1ccc(N(CC(=O)NCc2cccs2)S(=O)(=O)c2cccnc2)cc1	11.5	1.1	1625	20.7	8.1	2.6	·	2.1	1	0.9	-4.3
COc1ccc(CN2C(=O)CN=C2Nc2cc(C)ccc2C)cc1	0.8	1	1643	·	6.0	7.3	-0.0947	3.7	1.2	0.9	3.5
CC(=O)Nc1ccc(C(=O)OC2CCOC2=O)cc1 (stereo not given)	-2.5	1	1456	-19.8	12.5	-0.3	0.00083	6.5	0.8	0.9	5.3
CCS(=O)(=O)N1CCN(c2ccc([N+](=O)[O-])c(NCc3cccnc3)c2)CC1	-6.8	0.9	1478	11.6	23.3	-4.8	0.7	9.7	0.9	0.8	3.0
CCCCOC(=O)Cn1c(=O)c2c(nc3n2CCCCN3c2ccc(C)cc2)n(C)c1=O	-2.5	0.9	1602	1.4	19.8	-7.1	·	9.5	0.9	0.8	11.4
CS(=O)(=O)N(CCc1ccccc1)CC(N)=O	4.4	0.9	1424	-17.3	3.8	5.6	·	2.7	1	1	0.8
COc1ccccc1C1NC(=O)NC(C)=C1C(=O)OC1CCCCC1 (stereo not given)	3.2	1	1512	-35.2	-5.4	4.6	·	6.7	1	1.1	5.1
CCc1c(C)sc(NC(=O)OC)c1C(=O)N1CCCCC1	14.1	1.1	1578	-21.9	-2.7	-9.1	-0.916	-2.4	1.1	1	0.4

Compound profiles (already shown). Order of screens: PPARg SRC2 recr	PMI activator	SRC2 TRFRET art	S1P3 antagonist	Diaphorase inh	PPARg SRC3 recr	ROMK mod	G6PDH counter	PMI act hi M6P	Diaphorase act	PPARg SRC-1 ag
CCCn1c(N2CCN(C(=O)Nc3ccc(Cl)cc3)CC2)nc2ccccc21 in the list: -7.6	1	1455	-14.3	-6.6	4.2	-0.45	7.3	1	1.1	3.1
O=[N+]([O-])c1ccccc1/C=N/n1c(COc2ccccc2)n[nH]c1=S in the list: 4.9	0.9	1619	·	31.5	6.5	·	-3.2	0.9	0.7	-4.1
CSc1ccccc1NC(=O)Cn1nc([N+](=O)[O-])c(Cl)c1C in the list: 7.4	1.1	1543	-5.3	6.8	2.8	·	22.2	1	0.9	0.5
COc1ccc(-c2cc(C(=O)N3CCN(c4ccccc4)CC3)no2)cc1OC in the list: 10.1	1	1418	·	8.2	-1.1	1.07	4.0	1	0.9	4.9
O=C1/C(=C/c2ccccc2)SC(=S)N1N1C(=O)C2CC2C1=O (stereo not given) in the list: -4.2	0.9	1636	-7.1	12.0	1.2	-0.324	3.5	1	0.9	7.4

(further entries)
SMILES	PPARg SRC2 recr	PMI activator	SRC2 TRFRET art	S1P3 antagonist	Diaphorase inh	PPARg SRC3 recr	ROMK mod	G6PDH counter	PMI act hi M6P	Diaphorase act	PPARg SRC-1 ag
CC(C)CNC(=O)c1ccccc1SCC(=O)NC12CC3CC(CC(C3)C1)C2	0.4	1	1570	-30.1	8.3	-4.2	-0.0124	-4.7	1	0.9	-7.0
COc1cccc(NCCC(=O)c2cccc([N+](=O)[O-])c2)c1	7.4	0.5	1690	-4.7	30.6	-0.5	1.54	15.8	0.4	0.7	9.3
Cc1ccc(N(CCC#N)C(=O)CN2C(=O)NC(Cc3ccccc3)C2=O)cc1 (stereo not given)	16.3	1	1819	-12.2	12.7	4.7	0.207	3.1	0.9	0.9	8.0
Cc1cccc(NCC(=O)N/N=C\c2ccccn2)c1	-6.5	0.9	1608	1.1	23.4	-0.5	-0.132	12.6	0.8	0.8	1.5
COc1cc(NC(=O)Cc2ccc([N+](=O)[O-])cc2)c(C(=O)O)cc1OC	4.1	1.1	1648	-6.6	9.9	5.8	0.778	-4.7	0.9	0.9	2.5
CCc1nc2ccccc2n1CCc1ccccc1	-11.8	1.3	1447	-7.7	2.9	-2.6	-0.373	-4.5	1.3	1	1.9
CCOC(=O)c1c(CN2CCCCC2C)oc2ccc(OC)cc12 (stereo not given)	-5.9	1	1555	-1.9	24.8	-0.9	·	-4.9	1	0.8	10.1
C=CCn1c(=O)c2c3c(sc2n2c(Nc4ccc(OC)cc4)nnc12)CCCC3	5.1	0.8	1416	-6.5	24.3	-5.0	·	-25.3	0.9	0.8	-4.2
Cc1ccnc(N2C(=O)OC(C)(C)C2(C)O)c1 (stereo not given)	-1.7	1	1599	-23.9	-1.7	5.1	1.09	11.3	1	1	-4.4
CCOC(=O)/C(N=Nc1ccc(C(=O)O)cc1[N+](=O)[O-])=C(\C)O	6.9	1.1	1765	-14.7	14.7	-1.2	0.105	7.3	1	0.9	2.5
Cc1ccc(C(=O)NNC(=S)NC(=O)c2ccc(Cl)cc2)cc1	1.7	1.1	1640	·	45.1	5.0	·	-7.9	1.1	0.5	1.9
Cc1ccc(C(=O)N/N=C\c2ccc(OC(=O)c3cccs3)cc2)cn1	3.8	0.9	1826	-10.6	15.5	6.3	-0.019	-26.6	1	0.8	7.9
O=C(COc1c(Cl)cc(Cl)cc1Cl)c1ccc(Cl)cc1	-6.5	0.9	1428	6.3	8.4	-3.2	-0.867	1.4	0.8	0.9	-3.1
COC(=O)c1cc(NC(=O)Cc2ccc(OC)c(OC)c2)cc(C(=O)OC)c1	-6.3	0.8	1555	·	25.0	3.0	·	2.9	0.6	0.8	6.2
C/C(CC(=O)Nc1ccc(C)cc1C)=N\NC(=O)C(C)C	-11.4	1	1477	-2.7	4.3	-4.6	0.133	4.2	1	1	-10.1
CC(=O)c1cccc(N(C(=O)CNC(=O)c2ccco2)C(C(=O)NCc2ccco2)c2ccccc2)c1 (stereo not given)	5.1	1	1462	-6.9	11.6	1.9	-0.199	6.6	1	0.9	1.1
CCOC(=O)c1ccccc1NC(=O)c1ccc(N(C)S(C)(=O)=O)cc1	5.3	0.9	1548	1.2	7.5	-2.0	0.178	1.3	0.9	0.9	-1.8
COc1ccc(OC)c(NC(=O)c2ccc(S(=O)(=O)N3CCN(C)CC3)cc2)c1	5.8	1.1	1663	-29.1	18.4	4.5	·	10.3	0.9	0.8	-2.5
CCN(CC)C(=O)N1CCN(C(=O)c2ccc(C)cn2)CC1	-0.3	0.9	1477	-2.0	2.1	-5.6	-0.00684	18.1	1	1	-1.5
O=C(N/N=C/c1cc(Br)ccc1O)Nc1ccccc1	2.8	1.1	1588	-1.4	17.3	1.1	·	5.2	1.2	0.8	-6.9
CCOc1ccc(Br)cc1C1C(C(=O)OC)=C(N)Oc2cc(N(C)C)ccc21 (stereo not given)	7.1	0.8	1550	·	21.1	3.0	-0.86	-2.1	0.9	0.8	-1.1
Cc1ccc(S(=O)(=O)NNC(=O)C(O)(c2ccccc2)c2ccccc2)cc1	-0.7	0.9	1610	8.9	3.8	7.5	0.139	5.3	0.9	1	-2.4
CC1Oc2ccccc2N(CC(=O)Nc2ccc3c(c2)OCCO3)C1=O (stereo not given)	-1.4	1	1717	-19.5	20.6	0.3	·	-2.5	1	0.8	0.9
